Rad51 HR inh – blocks human Rad51 in homologous recombination. inhibition, % at 10 µM. hRad51 DNA strand exchange, fluorescence dequenching. Q06609. actives 0.085% (n = 200,000);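 active means inhibition above 40% at the single screening dose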;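 further: 0% = DMSO control wells and 100% = blanks with heterologous ssDNA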
Target sequence (Q06609 whole entry, looked up): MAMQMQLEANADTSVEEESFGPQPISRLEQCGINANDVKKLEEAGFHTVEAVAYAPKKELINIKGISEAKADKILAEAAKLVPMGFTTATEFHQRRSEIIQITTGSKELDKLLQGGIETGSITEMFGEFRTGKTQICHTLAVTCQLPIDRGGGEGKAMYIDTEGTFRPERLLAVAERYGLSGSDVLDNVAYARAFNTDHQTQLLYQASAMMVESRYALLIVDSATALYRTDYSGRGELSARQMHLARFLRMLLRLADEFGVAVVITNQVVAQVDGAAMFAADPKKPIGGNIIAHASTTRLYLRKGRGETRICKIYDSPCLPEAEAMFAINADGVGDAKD
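material = hRad51 filaments on single-stranded DNA | timing = filaments 15 min 37 °C, then compound 30 min | signal = FRET fluorescence dequenching, excitation 485 nm, emission 520 nm | benchmarks = control wells and blank wells on each plate | evaluation = percent inhibition relative to plate controls and blanks | compound = 10 µM final, single point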
KCC2 mod – modulates chloride dependent transport by human KCC2 | Q9H2X9 | KCC2 cells, thallium flux FluoZin-2 fluorescence | B-score of Tl+ flux slope (higher = more flux/activation; lower = inhibition) at 10 µM | actives 2.2% (n = 190,000) | AID 1456;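 active means thallium flux slope and its plate-corrected score both differing from the plate sample mean at a set confidence after two filtering rounds, in either direction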;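 further: slope of fluorescence scaled to starting intensity during 10 to 20 s after thallium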
FXIa inh – blocks human coagulation factor XIa protease activity; actives 0.14% (n = 220,000); purified FXIa, Boc-Glu-Ala-Arg-AMC fluorogenic substrate; P03951; AID 798; inhibition, % at 5 µM;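 active means inhibition of at least 40%; inactive means inhibition below 40%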;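 further: fluorescence of freed AMC excited at 355 nm; 0% = enzyme without compound and 100% = no enzyme blank; many of its hits are not listed in these tables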
Target sequence (P03951 19-387 limits assumed): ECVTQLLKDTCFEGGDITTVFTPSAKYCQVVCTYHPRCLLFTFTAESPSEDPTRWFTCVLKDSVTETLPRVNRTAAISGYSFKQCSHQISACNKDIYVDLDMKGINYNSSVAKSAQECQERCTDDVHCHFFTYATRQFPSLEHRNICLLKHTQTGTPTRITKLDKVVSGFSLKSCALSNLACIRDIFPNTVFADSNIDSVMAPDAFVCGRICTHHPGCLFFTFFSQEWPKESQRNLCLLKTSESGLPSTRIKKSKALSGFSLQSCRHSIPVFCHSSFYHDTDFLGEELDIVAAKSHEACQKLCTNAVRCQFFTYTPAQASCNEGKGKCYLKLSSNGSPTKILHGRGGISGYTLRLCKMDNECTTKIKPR
Target sequence (P03951 388-625 limits assumed): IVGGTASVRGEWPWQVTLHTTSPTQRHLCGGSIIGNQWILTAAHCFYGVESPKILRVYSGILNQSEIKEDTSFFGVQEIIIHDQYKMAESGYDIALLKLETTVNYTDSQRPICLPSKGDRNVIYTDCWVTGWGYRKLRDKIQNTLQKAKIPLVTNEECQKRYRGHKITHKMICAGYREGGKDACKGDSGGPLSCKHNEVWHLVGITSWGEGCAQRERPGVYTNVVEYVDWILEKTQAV
hK5 inh – kallikrein 5 (human) inhibition; inhibition, % at 5 µM; actives 0.59% (n = 210,000); recombinant hK5, fluorogenic AMC substrate cleavage; Q9Y337;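 active means inhibition of 40% or more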;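 further: 0% = enzyme controls without compound and 100% = no-enzyme blanks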
PERK inhibitor – blocks human PERK kinase | CHO PERK-DD fusion, SEAP luminescence translation reporter | inhibition, % at 5.6 µM | actives 0.17% (n = 220,000);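 active means inhibition above the mean inhibition of all tested compounds plus 3 SD, set separately per screening campaign, cut at about 2.9% in these data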;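 further: PERK kinase domain activated by AP20187 dimerizer at 100 nM; 0% = DMSO with dimerizer and 100% = rapamycin at 8.4 µM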
Thrombin inh – thrombin (human) inhibition | P00734 | alpha-thrombin, Boc-VPR-AMC fluorogenic substrate cleavage | inhibition, % at 5 µM | actives 0.26% (n = 220,000);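 active means inhibition at or above 40%; inactive means inhibition below 40%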;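 further: 0% = enzyme with no compound and 100% = wells without enzyme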
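Assay system: human alpha-thrombin enzyme. Reagent: Boc-VPR-AMC substrate, 15 µM final. Compound dosing: one concentration per compound, 5 µM, with 0.2% DMSO. Incubation: room-temperature reaction. Technique: AMC fluorescence, 355/460 nm. Measure: % inhibition relative to enzyme controls and enzyme-free blanks.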
FXIIa inh 1536 – inhibitors of human coagulation factor XIIa. P00748. purified FXIIa, Boc-QGR-AMC fluorogenic substrate, 2 h. inhibition, % at 5 µM. actives 0.3% (n = 220,000); in the data active means inhibition above about 40%;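 further: 0% = enzyme with no compound and 100% = blank without enzyme; many of its hits are not listed in these tables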
m-calpain inh – inhibitors of pig calpain II; actives 0.37% (n = 220,000); inhibition, % at 16 µM; purified calpain II, fluorogenic peptide substrate, 30 min;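 active means inhibition above about 50%, limit read from the data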
Furin inhibitor – blocks human furin protease activity; purified furin, fluorogenic substrate cleavage; inhibition, % at 30 µM; AID 463115; actives 0.061% (n = 220,000); P09958; in the data active means inhibition above about 25%; further: inactives centre near -15
* hit, by the source's call; i = inactive; x = no result given; [ ] = remark or other dose.

SMILES	Rad51 HR inh	KCC2 mod	FXIa inh	hK5 inh	PERK inhibitor	Thrombin inh	FXIIa inh 1536	m-calpain inh	Furin inhibitor
Cc1ccc2oc(=O)c3cnn(CC(=O)NC4CCN(Cc5ccccc5)CC4)c3c2c1	-5	x	2	-3	-1.5	-2	15	-13	-27
Cn1c(CSCc2ccc(F)cc2)nnc1SCC(=O)Nc1nccs1	1	0.75	2	-19	1.2	1	8	-12	-8[20 µM]
Cc1nc(N=Nc2ccc(O)cc2)n[nH]1	10	0.025	1	1	1.7	1	11	-11	-4
NS(=O)(=O)c1ccc(NC(=O)Cn2ncc3c2-c2ccccc2OC3)cc1	-2	1.5	-1	-1	0.6	-3	19	-17	-19
CCS(=O)(=O)c1ccc2oc(Nc3ccc(OC)cc3)nc2c1	10	0.97	3	5	0.7	8	12	-7	-34
CCN(C(=O)c1cccs1)c1nc(-c2ccc(OC)cc2)cs1	3	-1.1	11	7	0.2	-10	14	34	2
CCOC(=O)C(C)n1cnc2c(nnn2-c2ccc(OC)cc2)c1=O (stereo unspecified)	-1	0.24	2	-4	0.1	4	8	-2	-9
O=C(NC(CCl)c1ccccc1)c1ccc(Cl)cc1 (stereo unspecified)	9	-0.12	-1	-6	0.6	2	9	-6	-19
COCCN(CCOC)C(=O)C12CCC(C)(C(=O)C1)C2(C)C (stereo unspecified)	0	x	9	9	0.7	0	11	0	-3
CCOC(=O)C(=Cc1ccc(F)cc1)C(=O)OCC	-4	0.84	-2	-8	1.8	3	3	-1	-20
Cc1cc([N+](=O)[O-])cc(/C=N/n2c(C)nc3ccccc3c2=O)c1O	5	-3.3*	4	5	1.4	-1	7	-9	-20
Cc1ccc(N2CC(C(N)=O)CC2=O)cc1C (stereo unspecified)	1	0.55	-2	2	0.3	5	14	-29	-11[20 µM]
Cc1c(C(=O)OCC(=O)N2CC(C)OC(C)C2)oc2ccc(Br)cc12 (stereo unspecified)	-9	x	-2	-9	0.5	2	0	35	-15
Cc1nn(C)cc1CN(C)C(=O)CC12CC3CC(CC(C3)C1)C2	10	0.78	0	-3	0.1	-6	1	-7	-29
Cc1nn(Cc2ccccc2)c(C)c1NC(=O)CCCn1nc(C)c([N+](=O)[O-])c1C	0	0.22	3	-5	0.4	-6	10	7	-16

Gathered by group, the entries above containing two or more sulfur atoms (two)
SMILES	Rad51 HR inh	KCC2 mod	FXIa inh	hK5 inh	PERK inhibitor	Thrombin inh	FXIIa inh 1536	m-calpain inh	Furin inhibitor
Cn1c(CSCc2ccc(F)cc2)nnc1SCC(=O)Nc1nccs1	1	0.75	2	-19	1.2	1	8	-12	-8[20 µM]
CCN(C(=O)c1cccs1)c1nc(-c2ccc(OC)cc2)cs1	3	-1.1	11	7	0.2	-10	14	34	2

Reprinted at random: 3 records from the list, in no set order.
SMILES	Rad51 HR inh	KCC2 mod	FXIa inh	hK5 inh	PERK inhibitor	Thrombin inh	FXIIa inh 1536	m-calpain inh	Furin inhibitor
Cc1nn(Cc2ccccc2)c(C)c1NC(=O)CCCn1nc(C)c([N+](=O)[O-])c1C	0	0.22	3	-5	0.4	-6	10	7	-16
Cc1ccc(N2CC(C(N)=O)CC2=O)cc1C (stereo unspecified)	1	0.55	-2	2	0.3	5	14	-29	-11[20 µM]
COCCN(CCOC)C(=O)C12CCC(C)(C(=O)C1)C2(C)C (stereo unspecified)	0	x	9	9	0.7	0	11	0	-3

(further entries)
SMILES	Rad51 HR inh	KCC2 mod	FXIa inh	hK5 inh	PERK inhibitor	Thrombin inh	FXIIa inh 1536	m-calpain inh	Furin inhibitor
O=C(CSc1nc2ncc(Cl)cc2[nH]1)N(Cc1ccccc1)C1CCS(=O)(=O)C1 (stereo unspecified)	7	-0.34	1	5	-0.1	0	6	16	-17
CC(Sc1ccc2c(c1)OCCO2)C(=O)Nc1ccc2c(c1)OCO2 (stereo unspecified)	0	x	7	-1	0.2	5	15	7	-12
CCOC(=O)N1CCN(c2ccc(N3C(=O)CCCC3=O)cc2[N+](=O)[O-])CC1	-2	-0.34	-2	0	0.8	-9	6	-11	-31
CCOC(=O)C1=C(CC)Nc2ccccc2N/C1=N\S(=O)(=O)c1ccc2ccccc2c1	-12	-1.3	3	2	0.1	-3	9	-49	-29
Cc1nc(SCC(=O)CC(=O)OC(C)C)c(C#N)c(C)c1C	0	-0.7	-2	-9	-0.5	-1	12	-106	-16[20 µM]
CC(=O)c1ccc(-c2nc3ccccc3n2C)o1	-6	0.93	-27	-424	-0.5	-29	-59	i	-11[20 µM]
COC(=O)CSc1nnc(CNC(=O)c2cccs2)n1-c1cccc(C)c1	-5	x	19	-24	-0.5	5	26	-1	-20
CCOC(=O)C1CCCN(CC(=O)Nc2c(C(=O)OC)[nH]c3ccc(Br)cc23)C1 (stereo unspecified)	7	x	7	-9	-0.9	-3	18	-6	-12
Cc1nc(Nc2ccc(S(=O)(=O)N3CCCC3)cc2)c2nnn(Cc3ccccc3)c2n1	2	0.07	3	-7	0.4	-3	6	-22	-12
Cc1cccc(N2CCN(C(=O)n3ccnc3)CC2)c1C	5	0.62	1	2	-0.2	3	8	4	-19
O=C(/C=C/c1cccs1)c1cc(Cl)ccc1O	-10	3.1	-1	2	0.9	-7	7	-6	-18
CC1CC(C)(C)NC(=S)N1CCCC(=O)Nc1ccc2c(c1)OCCO2 (stereo unspecified)	-72	1.1	0	3	-0.2	-1	9	-2	-27
COc1ccccc1NS(=O)(=O)c1ccccc1C#N	-3	1.2	-4	1	0.6	-2	7	-4	-16[20 µM]
CS(=O)(=O)c1ccc(Cl)c(NC(=O)CCl)c1	x	0.046	1	x	1.9	-1	10	-11	-29
CCc1cc(/C(Cc2ccccn2)=N\Nc2ccccc2)c(O)cc1O	-1	-1.3	-1	10	0.3	7	9	-6	-11
COc1ccc(CNC(=O)c2c(O)c3ccccc3n(C)c2=O)cc1OC	-12	-1.2	1	-14	1.4	1	9	-60	-11
CC(NC(=S)Nc1cccc(F)c1)C(c1cccs1)N1CCOCC1 (stereo unspecified)	x	1.7	1	1	1.2	-4	10	-6	-32
C=CCn1c(-c2cccs2)nc2ccccc21	10	-1.1	-1	2	1.0	-1	10	-135	5[20 µM]
COc1ccc(S(=O)(=O)CCc2nc3ccccc3s2)cc1	1	0.28	-11	1	1.1	-4	-1	8	-11
CN(C)C(CNC(=O)CCOc1ccccc1)c1ccco1 (stereo unspecified)	-11	0.12	2	10	0.7	2	12	-45	-22
NN/C(=C\[N+](=O)[O-])Nc1ccc(Cl)cc1	-79	6.7*	0	-2	0.6	2	6	-33	-27
CC(C)CCn1cnc2c(oc3nc4c(cc32)CCCC4)c1=O	14	-2.3	9	-1	0.0	-3	0	-14	-21
COc1ccc(NCC(=O)Nc2cc(S(=O)(=O)N3CCOCC3)ccc2N2CCOCC2)c(OC)c1	-13	1.2	42*	24	-0.5	17	35	15	-9
COc1cc(C=O)ccc1OCCSc1ccc(C)cc1	-5	x	6	-26	0.6	2	8	-18	-22[20 µM]
CSc1ccc(NC(=O)N2CCN(c3nc4ccccc4s3)CC2)cc1	-8	0.019	15	-8	0.1	-9	24	6	-21[20 µM]
Cc1cc(NC(NC(=O)c2ccco2)(C(F)(F)F)C(F)(F)F)no1	6	0.45	10	-17	0.8	-5	10	-21	-11
O=C(C(c1ccccc1)c1ccccc1)N1CCCc2ccccc21	-1	0.034	7	-4	-0.5	-2	10	18	-19[20 µM]
CCN(CC)CCNC(=O)Cc1nn(CC)c(=O)c2ccccc12	-8	x	9	-15	0.1	3	20	-4	-16
Cc1ccc(Cc2c(C)nc3nc(SCC(=O)NCCCN4CCOCC4)nn3c2C)cc1	x	-0.0053	2	4	-0.4	2	6	-3	-9
Cc1ccc(-n2c(C)cc(/C=C(\C#N)C(=O)NCC3CCCO3)c2C)cc1 (stereo unspecified)	-11	-1.3	6	6	0.4	2	4	-13	-7[20 µM]
Cc1ccc(NC(=O)Cn2nc(C)c([N+](=O)[O-])c2C)cc1C	8	0.3	-4	-5	-0.2	-3	3	-12	-15
CC(C)(C)C1CCC(OC(=O)c2ccncc2)CC1 (stereo unspecified)	3	-0.8	18	-1	1.3	-1	26	38	-28
O=C(Nc1ccc(N2CCCCC2)cc1)c1ccc2ccccc2n1	5	0.79	2	7	0.4	4	10	16	-28
Cc1nc2nc(SCC(=O)N3CCOCC3)nn2c(C)c1Cc1c(F)cccc1Cl	9	-0.75	-7	-28	-1.1	13	-3	-9	-26
C=C(C)C(=O)Nc1nnc(-c2cccs2)s1	11	0.09	-6	-8	0.0	-10	-2	-51	-17
CCOC(=O)c1ccc(NC(=O)COC(=O)Cc2csc(-c3ccccc3)n2)cc1	-2	-4.9*	20	-1	0.0	-9	21	42	3
COC(=O)C(NS(=O)(=O)c1ccccc1Br)C(C)C (stereo unspecified)	9	0.08	1	0	x	1	6	-5	-15
Cc1ccccc1-c1noc(C2CCCCC2)n1	-3	0.081	-8	-4	1.0	-4	5	5	-12[20 µM]
O=C(COc1ccccc1C(=O)NCc1ccncc1)Nc1ccc(Br)cc1	1	-0.55	-8	-2	-0.3	-23	10	-6	-29
COC(=O)c1c(NC(=O)C2C3C=CC(CC3)C2C(=O)O)sc(C)c1C (stereo unspecified)	x	0.17	8	-7	0.9	0	8	-7	-20
Cc1ccc(NC(=O)c2c(C(F)(F)F)nn(C)c2SCc2cccc(C(F)(F)F)c2)cc1C	-5	0.19	-5	-1	-0.9	-1	-4	12	11[20 µM]
CN(Cc1ccccc1)C(=O)CC(c1ccccc1)c1cc(Cl)ccc1O (stereo unspecified)	x	x	18	-13	-0.6	5	25	13	-14[20 µM]
COc1ccc(-c2nc3ccccc3c(=O)n2CCOc2cccc(C)c2C)cc1	-18	0.67	-9	10	0.6	-12	-3	-3	-6
CC(=O)CCc1ccc(OCC(O)CNC2CCCc3ccccc32)cc1 (stereo unspecified)	4	0.69	8	-7	-1.0	-1	14	-6	-20
COc1ccccc1NC(=O)CN(c1ccc([N+](=O)[O-])cc1)S(=O)(=O)c1ccccc1	-4	-0.8	8	-8	-1.3	-1	5	2	-23
Cc1cc(C)nc(NS(=O)(=O)c2ccc(NC(=O)CCN3C(=O)c4ccccc4C3=O)cc2)n1	2	0.2	0	-16	0.4	-2	9	31	-9
CCN(CC)c1ccc(CNc2nc3ccccc3n2C)cc1	1	-1.5	0	1	-1.1	0	9	-5	-30
CCn1cc(/C=N\NC(=O)c2ccc3c(c2)c(C)c(C)n3Cc2ccccc2)c(C)n1	x	1.1	-1	-4	-1.7	-14	-9	-51	-10[20 µM]
CC(C)Oc1ccc(CNCCC2(C(C)C)CCOC(C)(C)C2)cc1 (stereo unspecified)	4	-0.032	7	8	-1.2	0	16	5	-5[20 µM]
CC1CCc2c(C(=O)N3CCN(S(=O)(=O)c4cccs4)CC3)csc2C1 (stereo unspecified)	-35	x	-10	-12	0.7	-8	-3	33	-16
Cc1ccc(C=Nc2cc([N+](=O)[O-])ccc2C)s1	3	1	4	-24	1.6	-1	6	4	-6
Cc1ccc(NC(=O)CNCc2ccccc2)cc1Br	-2	-0.6	0	-2	1.0	-8	1	39	-21
COc1cc(CNC2CCCC2)c(Br)cc1OC1CCCC1	-7	0.18	-6	0	-0.8	-7	-1	-1	-14
Cc1ccc(-c2ccc(OCC(=O)N3CCOCC3)cc2)cc1	-5	-1.1	-4	5	0.3	-2	-11	-5	-17[20 µM]
CN(C)/C=N/c1ncn(-c2ncc(C(F)(F)F)cc2Cl)n1	-12	0.44	-1	0	0.7	-2	6	-12	-24
O=C(c1ccc(N2CCCC2=O)cc1)N1CCCCCC1	3	x	32	-12	1.1	-7	57*	84*	-20

This is a subset (hit frequency here may not be typical).
